# Eya2 inh – blocks the phosphatase activity of human Eya2; O00167; recombinant Eya2, OMFP fluorescence dephosphorylation (OMFP is methylfluorescein phosphate); Potency, µM (doses to about 76.9 µM), inactives show at the top dose activity, negative = inhibition, actives largely listed as inhibitors; 330,000 tested, 0.006% active; AID 488837; further: potency means the concentration at half of the fitted maximal effect; on the % scale 0 is the no-effect control and ±100 the full control effect
#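 Eya2 protein (added as 0.2 uM solution) was preincubated with compound for 10 min at ambient temperature in 50 mM HEPES pH 7.5, 50 mM NaCl, 5 uM MgCl2, 0.05% BSA, 1 mM DTT. OMFP (added at 50 uM) then reacted 10 min; fluorescence read at 485/525 nm.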
# USP2a inh – inhibitors of human ubiquitin-specific protease USP2a; 330,000 tested, 0.01% active; O75604; USP2 core, Ub-CHOP2 coupled fluorogenic reporter, 485/531; Potency, µM (highest dose often 38.3 µM), inactives show top-dose activity change, negative = inhibition, most hits filed as inhibitors;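 further: potency means the concentration at half of the fitted maximal effect; plate controls were DMSO wells for no effect and full inhibition by NEM control for full effect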
# Target sequence (O75604 whole entry, looked up): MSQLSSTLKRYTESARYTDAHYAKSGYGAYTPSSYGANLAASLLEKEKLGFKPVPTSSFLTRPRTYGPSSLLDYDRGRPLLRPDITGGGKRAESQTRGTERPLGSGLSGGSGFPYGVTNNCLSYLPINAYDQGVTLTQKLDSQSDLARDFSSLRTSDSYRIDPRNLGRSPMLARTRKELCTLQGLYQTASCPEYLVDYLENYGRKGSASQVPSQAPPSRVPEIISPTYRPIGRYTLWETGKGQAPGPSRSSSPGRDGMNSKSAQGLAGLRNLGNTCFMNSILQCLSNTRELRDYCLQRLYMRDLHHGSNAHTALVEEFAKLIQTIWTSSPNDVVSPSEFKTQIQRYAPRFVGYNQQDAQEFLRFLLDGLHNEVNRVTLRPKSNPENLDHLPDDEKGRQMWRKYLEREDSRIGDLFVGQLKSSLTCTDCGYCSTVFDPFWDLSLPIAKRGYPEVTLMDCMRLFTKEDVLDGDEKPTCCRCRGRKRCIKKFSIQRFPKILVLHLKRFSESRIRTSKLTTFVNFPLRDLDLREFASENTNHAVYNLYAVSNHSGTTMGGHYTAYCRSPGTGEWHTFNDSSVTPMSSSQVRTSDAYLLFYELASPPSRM
#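 USP2 core (10nM final) preincubated 30min RT with compound in 20mM Tris-HCl pH 8.0, 2mM CaCl2, 2mM beta-mercaptoethanol, 0.05% CHAPS; 25nM Ub-CHOP2 plus 25nM reporter substrate added, fluorescence (Ex485/Em531) read after 60min.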
# Chronic BCR inh – blocks chronic active B-cell receptor signaling; ABC-DLBCL IkBa-CBG/CBR reporter, luminescence ratio, 4 h; Potency, µM (top dose mostly 46.1 µM), for inactives: at the highest dose ratio change, negative = lower green/red ratio, actives largely listed as inhibitors; 340,000 tested, 0.05% active; active means well fitted inhibition curve with a large enough effect in the signal ratio, with a control signal flat, not every such curve was filed as active; inconclusive means small, poorly fitted or top-dose-only effect, or effect the other way, or a change in a side signal; the % refers to the signal ratio;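 further: potency means the concentration at half of the fitted maximal effect; plate controls were basal doxycycline-induced cells for no effect and cells given 10 µM MG132 for full effect; MG132 reads +100%, hits lower the ratio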
#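 Concentration-response series (up to 46 uM) were applied to TMD8 dual-reporter cells for 4 h at 37C with doxycycline. Green/red ratio, after filter-overlap correction, defined %Activity; red signal alone was normalised to basal cells and zero luminescence.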
# ELG1 DNA repair – inhibitors of ELG1-dependent DNA repair in HEK293T cells | HEK293T ELG1-luciferase reporter, luminescence, 16 h; DNA damage induced by 5-fluorouridine | Potency, µM (series often up to 46.1 µM), inactives show top-dose activity change, negative = inhibition, hits mostly inhibitors | 330,000 tested, 2.3% active | AID 504467; further: potency means the concentration at half of the fitted maximal effect; on the % scale 0 is the no-effect control and ±100 the full control effect; nearly all actives have a fitted effect of over 55% in size
#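 Cells (2,000 per well) received 5-fluorouridine plus test compound or DMSO and were incubated 16 hr at 37 °C, 5% CO2. Luciferase activity was read by luminescence 30 min after ONE-Glo addition; signal suppression marked inhibition of damage-induced ELG1 function.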
# Tb PFK inh – T. brucei PFK enzyme inhibition. T. brucei PFK, ADP-Glo luminescence. Potency, µM (highest dose often 57.5 µM), inactives show top-dose activity, negative = inhibition, hits mostly inhibitors. 330,000 tested, 0.17% active. AID 485367;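 further: potency means the concentration at half of the fitted maximal effect; 0% = uninhibited 1x PFK enzyme wells and -100% = no-enzyme wells; nearly all actives have a fitted effect of over 60% in size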
#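 1.25 nM PFK with 0.5 mM F6P and 0.1 mM ATP in 0.1 M TEA pH 8.0, 5 mM MgCl2, incubated 45 min at room temperature; ADP measured by ADP-Glo luminescence; compounds titrated up to 57 uM.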
# PTAP TSG101 blk – blocks PTAP/TSG101 interaction to inhibit HIV-1 budding | Fluorescence polarization, FITC-PTAP peptide / Tsg101 binding | Potency, µM (series often up to 115 µM), inactives show at the highest dose activity change, negative = inhibition, actives largely listed as inhibitors | 340,000 tested, under 10 active | Q99816 | AID 493005; active means well fitted inhibition curve with a large enough effect in the main read-out, with a control signal flat, not every such curve was filed as active; inconclusive means small, poorly fitted or top-dose-only effect, or effect the other way, or a change in a side signal; inactive means no such curve, though single readings can be large or run the other way; further: potency means the concentration at half of the fitted maximal effect; % of control where 0% means no effect
#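 Compounds were pin-transferred onto Tsg101 binding domain (10 uM final) in HEPES pH 7.5 buffer, then FITC-PTAP peptide was added at 50 nM final. After 20 min at RT, polarization reported peptide displacement across a qHTS concentration series.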
# B2AR arrestin – agonists driving beta-arrestin recruitment to human beta2-adrenergic receptor | 330,000 tested, 0.02% active | Potency, µM (series often up to 46.1 µM), without a hit: top-dose activation, hits mostly activators | AID 492947 | beta-arrestin recruitment to beta2AR, cell-based reporter | P07550;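 further: potency means the concentration at half of the fitted maximal effect; 0% = DMSO controls and full agonism = EC100 isoproterenol or metaproterenol; nearly all actives have a fitted effect of over 65% in size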
# Target sequence (P07550 whole entry, looked up): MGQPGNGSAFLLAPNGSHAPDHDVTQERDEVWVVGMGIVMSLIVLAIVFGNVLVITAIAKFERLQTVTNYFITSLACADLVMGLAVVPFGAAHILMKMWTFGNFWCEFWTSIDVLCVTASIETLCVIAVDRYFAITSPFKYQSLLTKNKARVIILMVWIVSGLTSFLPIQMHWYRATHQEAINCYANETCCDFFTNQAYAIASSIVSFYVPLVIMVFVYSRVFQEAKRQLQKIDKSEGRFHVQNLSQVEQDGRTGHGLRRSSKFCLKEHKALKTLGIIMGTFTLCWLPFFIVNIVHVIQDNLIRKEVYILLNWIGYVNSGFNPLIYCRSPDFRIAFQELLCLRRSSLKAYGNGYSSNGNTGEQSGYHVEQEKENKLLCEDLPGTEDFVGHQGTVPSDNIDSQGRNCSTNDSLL
# TCR activator – T cell receptor activation. primary human leukocytes, anti-CD3, IL-2 HTRF, 48 h. Potency, µM (doses to about 9.22 µM), for the others: top-dose activation of IL-2 secretion, usual class: activators. 330,000 tested, under 10 active. AID 504894; further: % of control where 0% means no effect
#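 Activity was scored as IL-2 release from primary human leukocytes given only a TCR signal (a-CD3 beads) plus compound for 48 hr. Detection used a two-antibody HTRF format read at 665nm.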
# uPA surface inh – inhibitors of cell surface uPA generation | cell surface uPA generation assay, qHTS | 330,000 tested, 0.31% active | Potency, µM (titrated, usually from 38.3 µM), inactives show at the highest dose activity change, negative = inhibition, usual class: inhibitors; active means well fitted inhibition curve with a large enough effect; inconclusive means small, poorly fitted or top-dose-only effect; inactive means no such curve, though single readings can be large or run the other way; tested in mouse RAW 264.7 cells; further: potency means the concentration at half of the fitted maximal effect; on the % scale 0 is the no-effect control and ±100 the full control effect; nearly all actives have a fitted effect of over 55% in size
# Mito fusion act – mitochondrial division inhibition or fusion activation; Potency, µM (titrated, usually from 46.1 µM), inactives show at the highest dose growth rescue (activation), actives largely listed as activators; 320,000 tested, 0.23% active; S. cerevisiae fusion-defective mutant growth rescue, CellTiterGlo 48 h;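 further: potency means the concentration at half of the fitted maximal effect; % of control where 0% means no effect; nearly all actives have a fitted effect of over 45% in size; temperature-sensitive fusion mutants such as fzo1-1 at 37 °C on non-fermentable ethanol glycerol medium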
#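 Yeast fusion mutant, YPEG (non-fermentable carbon), compound, 48 h at 37C non-permissive; CellTiterGlo added, 10 min RT, luminescence read. Rescued growth = division inhibition.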
# TSHR antagonist – human thyrotropin receptor antagonism. TSHR-expressing cells, TSH-stimulated cAMP HTRF, 2 h; stronger effect = lower value. activity change, negative = inhibition, % at 11.5 µM. 330,000 tested, 0.2% active. AID 504810;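 active means activity change below a set negative limit, meaning inhibition stronger than a set level, cut at about -70% in these data; inconclusive means activity change between two set negative limits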; further: on the % scale 0 is the no-effect control and ±100 the full control effect
#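 Cell-based HTRF cAMP assay; TSHR cells + compound, TSH EC80 (4nM final), 2 h, 37 deg C. Lysis with anti-cAMP cryptate and cAMP-d2, 30 min RT, read 665/620 nm.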
# Numbers without * were called inactive; ? = inconclusive; . = not tested or not shown; [ ] = remark or other dose. Unless noted, the call rests on the fitted dose curve; in most records, active means well fitted curve in the direction sought with a large enough effect; inconclusive means small, poorly fitted or top-dose-only effect, or another doubt; inactive means no such curve, though single readings can be large; an effect the other way counts as inactive or inconclusive.
structure,Eya2 inh,USP2a inh,Chronic BCR inh,ELG1 DNA repair,Tb PFK inh,PTAP TSG101 blk,B2AR arrestin,TCR activator,uPA surface inh,Mito fusion act,TSHR antagonist
COc1ccc(N2C(=O)c3ccccc3C2O)cc1 (configuration not stated),-1%,0%,0%,?,0%,-5%,0.2%,-7%,2%,-1%,-4
CCc1nnc(NC(=O)c2ccc3ncsc3c2)s1,7%,3%,?,?,0%,-8%,0.1%,6%,0%,2%,2
COc1ccc(S(=O)(=O)Cc2ccc(C(=O)NC(C)C)o2)cc1,8%,-1%,-1%,0%,-4%,-1%,0.1%,7%[46.1 µM],8%,-2%,-2
N#Cc1nc(COc2ccccc2Cl)oc1N1CCCCCC1,-10%,-2%,12%,-23%,0%,-2%,-1.2%,10%[46.1 µM],9%,0%,-35
Cc1cc(C)nc(N2CCC(C(=O)NC3CC3)CC2)n1,-7%,0%,3%,3%,3%,0%,-0.5%,0%,0%,1%,1
COc1ccc(CC(=O)NCc2ccccn2)cc1OC,-8%,1%,0%,4%,2%,-3%,0.1%,0%,3%,1%,2
CCOc1cccc2cc(-c3csc(NC(=O)CCC(=O)NCCN4CCCCC4C)n3)c(=O)oc12 (configuration not stated),?,10%,?,?,3%,2%,-0.1%,1%,-7%,-13%,14
C=CCONC(=O)c1cc(OCC(F)(F)F)ccc1OCC(F)(F)F,-5%,-2%,-3%,?,-1%,0%,-0.7%,8%,0%,3%,16
Cc1nnc(N(C)C(=O)c2ccncc2)s1,14%,-1%,1%,2%,0%,-3%,-0.3%,1%,10%,0%,-9
CN(Cc1ccon1)C(=O)CC1C(=O)NCCN1Cc1ccccc1C(F)(F)F (configuration not stated),10%,3%,-4%,18%,0%,-12%,-0.1%,9%,-20%,-1%,-7
CCOC(=O)c1c(N)n[nH]c1-c1ccc(OC)cc1,4%,-1%,-2%,-6%,15%,.,-0.7%,.,6%,-7%,4
c1ccc(CCc2ccccc2-c2nc(-c3cccnc3)no2)cc1,-13%,-3%,9%,?,1%,-1%,0.4%,-3%,-2%,8%,18
N#Cc1c(N)sc(=S)c2c1CCCCC2,0%,8%,1%,12%,?,-25%,-0.2%,-1%,-3%,7%,-6
Cc1ccc(C(=O)N[C@H](C(=O)Nc2ccc(F)cc2)C(C)C)cc1,5%,8%,?,10%,9%,1%,-0.3%,-3%,-8%,7%,9
C/C(=N\NC(=O)COc1cccc2ccccc12)c1cccs1,-6%,2%,-6%,-4%,3%,-4%,-0.4%,1%,5%,-3%,0
COc1ccc(Br)cc1CN1C(=O)NC2(CCCCCC2)C1=O,3%,1%,-10%,15%,-7%,-1%,-1.8%,3%,4%,14%,-8
O=C1/C(=C/c2ccc(Cl)cc2)SC(=S)N1CCC(=O)N1CCCCC1CCO (configuration not stated),-6%,-3%,?,-1%,2%,-2%,0.1%,-1%,?,-4%,-12
CCn1nc(C)c(CNC(=O)c2ccc(OC3CCN(Cc4ccccn4)CC3)cc2)c1C,-5%,3%,0%,?,-3%,-3%,-0.1%,-4%,?,3%,-18
CCC(CC)C(=O)Nc1c2cnn(-c3ccccc3)c2nc(=O)n1-c1ccccc1,11%,0%,?,14%,6%,-3%,0.5%,-25%,-4%,0%,-12
COCCOC(=O)c1c(N)n(CCCN2CCOCC2)c2nc3ccccc3nc12,3%,1%,?,-11%,1%,2%,-0.2%,0%,0%,-7%,-6

# Taken from above:
# For TSHR antagonist, `C=CCONC(=O)c1cc(OCC(F)(F)F)ccc1OCC(F)(F)F` has 16
# For TCR activator, `COCCOC(=O)c1c(N)n(CCCN2CCOCC2)c2nc3ccccc3nc12` has 0%
# For PTAP TSG101 blk, `Cc1cc(C)nc(N2CCC(C(=O)NC3CC3)CC2)n1` has 0%
# For uPA surface inh, `N#Cc1c(N)sc(=S)c2c1CCCCC2` has -3%
# For uPA surface inh, `COc1ccc(N2C(=O)c3ccccc3C2O)cc1` (configuration not stated) has 2%
# For TCR activator, `CCC(CC)C(=O)Nc1c2cnn(-c3ccccc3)c2nc(=O)n1-c1ccccc1` has -25%
# For PTAP TSG101 blk, `O=C1/C(=C/c2ccc(Cl)cc2)SC(=S)N1CCC(=O)N1CCCCC1CCO` (configuration not stated) has -2%

# (list continues)
structure,Eya2 inh,USP2a inh,Chronic BCR inh,ELG1 DNA repair,Tb PFK inh,PTAP TSG101 blk,B2AR arrestin,TCR activator,uPA surface inh,Mito fusion act,TSHR antagonist
COc1ccccc1N(CN1C(=O)c2ccccc2C1=O)C(=O)c1cccnc1,-12%,-4%,0%,-2%,-7%,-6%,2.9%,.,.,-3%,-6
Cc1ccc(CSc2nnc(-c3ccc(S(=O)(=O)N4CCCC4)cc3)o2)cc1,0%,0%,-2%,29%,2%,-2%,-0.3%,1%,-2%,-7%,7
CC(=O)NC(C)c1ccc(C(=O)CSc2nnc(C3CC3)n2C2CC2)cc1 (configuration not stated),7%,0%,-1%,11%,0%,-2%,0.0%,2%,-2%,-1%,-16
Cc1ccc2cc(C(c3nnnn3C3CCCC3)N3CCN(c4ccc(F)cc4)CC3)c(=O)[nH]c2c1 (configuration not stated),1%,0%,?,?,-2%,-17%,0.0%,-1%[46.1 µM],-6%,-6%,-9
Brc1cccc(OCCSc2ncccn2)c1,1%,0%,?,?,0%,-2%,-0.3%,2%,7%,-7%,2
CC(C)c1cc(C(=O)N/N=C/c2c[nH]c3ccccc23)n[nH]1,4%,4%,?,14%,-3%,-3%,-0.8%,-4%,-27%,0%,-1
CCCNC(=O)c1cc(-c2ccc3c(c2)OCO3)on1,4%,1%,?,?,3%,4%,0.1%,13%,-8%,-6%,-1
COC(=O)Cc1ccc2oc(-c3cccnc3)nc2c1,8%,0%,-1%,?,2%,0%,-0.3%,3%,-6%,-2%,-2
CN(C(=O)C1CCC1C(=O)O)c1nc(-c2ccc(Cl)s2)cs1 (configuration not stated),-3%,1%,11%,15%,5%,-4%,-0.5%,10%,-1%,0%,2
N#Cc1nc(-c2ccco2)oc1NCc1ccco1,-16%,0%,0%,2%,-6%,-3%,-0.6%,6%,-17%,9%,12
Cn1c(SCc2ccc(Br)cc2)nnc1-c1cccs1,-27%,-1%,?,14%,2%,-6%,0.9%,-1%,-2%,6%,-9
OCCC#Cc1ccc(CN2CCN(CCc3ccccc3)C(CCO)C2)cc1 (configuration not stated),-3%,-1%,-1%,-3%,2%,-1%,-1.0%,2%,-2%,1%,-1
O=C(c1ccccc1F)N1CCN(c2ccc([N+](=O)[O-])c(NCC3CCCO3)c2)CC1 (configuration not stated),-16%,0%,-5%,?,4%,0%,-0.1%,2%,-3%,-2%,-18
CS(=O)(=O)N(CC(=O)N1CCC(C(N)=O)CC1)c1ccc(Oc2ccccc2)cc1,3%,3%,1%,-14%,1%,0%,0.1%,-3%,0%,-2%,12

# Laid out differently: entries from further up.
# Every second line gives: Eya2 inh, USP2a inh, Chronic BCR inh, ELG1 DNA repair, Tb PFK inh, PTAP TSG101 blk, B2AR arrestin, TCR activator, uPA surface inh, Mito fusion act, TSHR antagonist
Cc1ccc2cc(C(c3nnnn3C3CCCC3)N3CCN(c4ccc(F)cc4)CC3)c(=O)[nH]c2c1 (configuration not stated)
→ 1%, 0%, ?, ?, -2%, -17%, 0.0%, -1%[46.1 µM], -6%, -6%, -9
Brc1cccc(OCCSc2ncccn2)c1
→ 1%, 0%, ?, ?, 0%, -2%, -0.3%, 2%, 7%, -7%, 2
COc1ccccc1N(CN1C(=O)c2ccccc2C1=O)C(=O)c1cccnc1
→ -12%, -4%, 0%, -2%, -7%, -6%, 2.9%, ., ., -3%, -6

# Compound activity deposited in PubChem by National Center for Advancing Translational Sciences (NCATS).

# This is a random part of the collection, and some 3% of all compounds hit somewhere here.
